hcGAS inh: blocks human cGAS activity | hit rate 0.081% among 290,000 | recombinant h-cGAS, ATP depletion, Kinase-Glo luminescence | Q8N884 | inhibition, % at 12.5 µM;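 also: 0% = vehicle reaction and 100% = reaction without DNA for no activity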
Target sequence (Q8N884 whole entry, looked up): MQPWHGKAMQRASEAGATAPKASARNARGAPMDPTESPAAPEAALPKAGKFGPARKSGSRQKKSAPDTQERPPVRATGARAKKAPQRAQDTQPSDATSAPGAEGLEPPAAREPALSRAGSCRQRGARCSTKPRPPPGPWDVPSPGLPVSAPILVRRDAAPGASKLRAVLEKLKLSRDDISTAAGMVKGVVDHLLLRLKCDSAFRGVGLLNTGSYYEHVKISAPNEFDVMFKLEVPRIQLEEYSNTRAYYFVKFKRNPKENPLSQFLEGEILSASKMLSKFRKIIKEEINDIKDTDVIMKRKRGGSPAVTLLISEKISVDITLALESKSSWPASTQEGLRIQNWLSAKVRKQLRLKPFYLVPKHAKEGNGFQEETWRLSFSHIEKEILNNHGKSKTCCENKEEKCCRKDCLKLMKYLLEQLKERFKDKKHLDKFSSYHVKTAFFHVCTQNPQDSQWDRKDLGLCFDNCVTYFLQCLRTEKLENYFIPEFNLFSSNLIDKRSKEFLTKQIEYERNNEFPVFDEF
NPYLR7 agonist: activates Aedes aegypti NPYLR7 receptor; HEK293T NPYLR7/Galpha15, GCaMP6s calcium fluorescence; activation, % at 10 µM; hit rate 0.15% among 270,000; AID 1259423; in the data active = activation above about 40%;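 also: 0% = vehicle and 100% = reference agonist at the receptor; some compounds past the cut are filed as inactive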
mcGAS lum: blocks mouse cGAS activity; recombinant cGAS, Kinase-Glo ATP depletion luminescence; hit rate 0.15% among 160,000; inhibition, % at 12.5 µM; AID 1259399;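 also: 0% = negative control wells and 100% = reference inhibitor with no enzyme activity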
An asterisk follows results filed as active; nt = not tested or not shown. Rule as the data show it, unless noted: active = inhibition above about 40%; inactive = the rest. This is a random part of the collection (roughly 0.26% active in at least one column).

Preview (4 entries):
SMILES	hcGAS inh	NPYLR7 agonist	mcGAS lum
O=C(O)C1CC(=O)N(Cc2cc(-c3ccccn3)no2)C1 (stereo not given)	-5	12	nt
COc1ccc(-n2c(-c3ccccc3)cc(C(=O)N3CCN(S(=O)(=O)c4ccc(C(C)(C)C)cc4)CC3)c2C)cc1OC	-8	4	-4
O=S(=O)(c1cc(Br)ccc1Br)N1CCN(c2ccccn2)CC1	-6	-5	nt
CCCCOC(=O)N1CCC2(CC1)NC(=O)[C@H](O)[C@@H]2C(=O)OCC	11	9	1

The listing (from the top)
SMILES	hcGAS inh	NPYLR7 agonist	mcGAS lum
O=C(O)C1CC(=O)N(Cc2cc(-c3ccccn3)no2)C1 (stereo not given)	-5	12	nt
COc1ccc(-n2c(-c3ccccc3)cc(C(=O)N3CCN(S(=O)(=O)c4ccc(C(C)(C)C)cc4)CC3)c2C)cc1OC	-8	4	-4
O=S(=O)(c1cc(Br)ccc1Br)N1CCN(c2ccccn2)CC1	-6	-5	nt
CCCCOC(=O)N1CCC2(CC1)NC(=O)[C@H](O)[C@@H]2C(=O)OCC	11	9	1
CCCN1CNC(=S)N(C2CCCCC2)C1	1	5	nt
O=C(Cn1nc(-c2cccs2)oc1=O)Nc1cccc(I)c1	2	0	nt
CCOc1ccccc1NC(=O)c1nnn(Cc2nc(-c3cccc(OC)c3OC)oc2C)c1C	-6	6	-6
N#Cc1ccc(CN2CCN(C(=O)c3cc4ccccc4o3)CC2)cc1	1	1	-7
COc1ccccc1OCCn1c2ccccc2c2nc3ccccc3nc21	0	7	nt
CC(=O)NCc1ccc(C(=O)NCc2c(C)noc2C)s1	-8	8	nt
Cc1ccc(-n2c(C)cc(/C=N\NC(=O)CN3CCOCC3)c2C)c(C)c1	-4	-4	nt
COc1ccc(S(=O)(=O)Oc2ccccc2CNCc2ccco2)cc1	-1	28	2
CC(C)[C@H](CO)Nc1nccc2[nH]c(-c3ccc(F)c(F)c3)nc12	-5	-6	-6
CCCS(=O)(=O)N1CCc2[nH]c3ccc(F)cc3c2C1	-12	11	nt
CCN=c1scc(-c2ccc(F)cc2)n1/N=C\c1cc(C)ccc1C	-7	0	nt
O=S(=O)(Cc1cccc(Cl)c1)Cc1ncc(-c2ccccc2)o1	-8	-3	nt
O=C(CCSc1nnc(C2CCCCC2)o1)NC(=O)Nc1ccc2c(c1)OCO2	1	-1	nt
CC(OC(=O)c1csc2c1CCCC2)C(=O)N(C)Cc1ccccc1 (stereo not given)	-9	-2	nt
CSc1ccc(CN2CCC2(C)C(=O)Nc2ccc3c(c2)OCO3)cc1 (stereo not given)	-4	7	nt
COC(=O)C1=C(O)/C(=C\c2ccc(OC)cc2O)SC1=Nc1ccc(OC)c(OC)c1	3	-9	-2
Cc1nc(Cn2c(O)cn(C3CCCC3)c2=O)nc2ccccc12	-7	3	nt
Cn1nnc2c(N3CCN(S(C)(=O)=O)CC3)ncnc21	-4	2	nt
COC(=O)C1=C(C)NC2=C(C(=O)CCC2)C1c1ccc(Cl)cc1Cl (stereo not given)	-8	6	-4
O=C(O)Cn1cc(I)c(=O)c(I)c1	0	2	-2
CCCCn1c(N2CCN(Cc3ccccc3F)CC2)nc2c1c(=O)[nH]c(=O)n2C	-8	6	nt
O=C(CC(c1ccccc1)c1ccccc1F)N1CCN(c2cnccn2)CC1 (stereo not given)	0	-1	nt
CC1CCN(C(=O)c2cnn3c(C(F)(F)F)cc(-c4cccs4)nc23)CC1	-2	0	-6
O=C(c1cncc(Br)c1)N1CCCN(c2nc3ccccc3nc2-c2ccccc2)CC1	-3	12	-6
CON(C)C(=O)CS(=O)(=O)NC1CCC(C)CC1 (stereo not given)	3	5	-4
CNC(=O)[C@@]1(OCc2ccccc2F)CC(OCc2ccccc2F)[C@@H]2OC(C)(C)O[C@@H]2C1 (stereo not given in full)	-13	19	-3
O=c1oc(-c2ccccc2Cl)nc2ccccc12	2	2	-5
FC(F)(F)c1ccccc1CCNc1nncc(-c2ccccc2)n1	0	-1	-4
COCCN(CC(=O)N(CCc1c[nH]c2ccccc12)Cc1ccccc1OC)C(=O)/C=C/c1ccccc1	-5	17	-9
Cc1ccc2nc(C)cc(C)[n+]2c1	-7	-1	-4
COc1ccc(C)cc1-n1ccc2c(cnc3ncnn32)c1=O	-11	3	nt
Cc1ccc(CNc2ccc(N3CCN(C)CC3)nc2)c(C)c1	-11	20	nt
CCc1cc(CN(C)C(=O)c2cc3ccccc3s2)on1	-2	-3	nt
Cc1ccccc1C(=O)N[C@@H]1CCCCC1NC(=O)C1CCN(C(=O)c2cccs2)CC1 (stereo not given in full)	-4	nt	-9
O=c1n(CN2CCN(S(=O)(=O)c3cccc(F)c3)CC2)nc2ccccn12	-7	-5	nt
COc1cccc(-c2noc(CCCC(=O)NC3CCNC3)n2)c1 (stereo not given)	-4	1	-11
O=c1c(=O)n2c(nn1Cc1ccc(C(F)(F)F)cc1)N(c1ccc(F)cc1)CC2	-6	11	nt
CC(C)NS(=O)(=O)c1cccc(CNc2ncnc3ccccc23)c1	-7	8	nt
CCCn1c(=O)c2c(nc3n2CC(C)=NN3C)n(C)c1=O	-6	3	-7
Cc1nn(C)c(C)c1CCC(=O)N1CCN(S(=O)(=O)c2ccc(F)c(Cl)c2)CC1	-4	-2	nt
C=c1onc(-c2ccccc2Cl)c1=C1N=C(c2ccc(Br)cc2)NO1	-1	-10	-5
CC(C)Cc1cc(C(=O)N(C)Cc2cnccn2)on1	-10	-5	-13
CCc1c(C)nc(-n2nc(C)cc2C)n(CC(=O)N2CCc3ccccc32)c1=O	-4	0	-8
Cc1cccc(CSc2nnc(CNS(=O)(=O)c3ccc(Cl)cc3)n2-c2cc(Cl)ccc2Cl)c1	-2	-1	1
CC(C)(C)c1ccc(OCCOc2ccc(C=C3C(=O)NC(=O)NC3=O)cc2)cc1	-2	1	-6
Cc1occc1C(=O)Nc1ccc(C(=O)NC2(C)CCCCC2)cc1	-5	-5	-12
CCCC(=O)N1CCCC1(C)C(=O)Nc1cccc(F)c1 (stereo not given)	-10	5	-6
O=c1/c(=C\c2ccccc2)sc2nc(-c3cccs3)nn12	-5	-9	2
CCn1c(-c2ccc(Cl)cc2)nn(CNC2(c3noc(C)n3)CCCC2)c1=S	-7	8	nt
Cc1ccc(-n2ncc3c(=O)n(NC(=O)c4ccc(Br)o4)cnc32)cc1	-2	5	nt
CCOC(=O)CSc1nnc2n1CCN2c1ccc(F)cc1	-3	3	-3
CSc1ccc2c(c1)CCN(Cc1cc3n(n1)CCNC3)C2	2	3	nt
COc1cc(-c2nc(CN3[C@@H]4CC[C@H]3CNC(=O)C4)c(C)o2)cc2c1OCO2	-3	28	nt
Cc1c(C#N)c(N)nc2c3c(sc12)NC(=O)CC3c1c(F)cccc1Cl (stereo not given)	-12	19	nt
CCN1CCCC(CN(C)C(=O)c2scc3c2OCCO3)C1 (stereo not given)	-2	5	nt
CCCCNC(=S)N1CCn2cccc2C1c1ccc([N+](=O)[O-])cc1 (stereo not given)	-6	3	nt

Structural class, those above with a CF3 group.
SMILES	hcGAS inh	NPYLR7 agonist	mcGAS lum
CC1CCN(C(=O)c2cnn3c(C(F)(F)F)cc(-c4cccs4)nc23)CC1	-2	0	-6
FC(F)(F)c1ccccc1CCNc1nncc(-c2ccccc2)n1	0	-1	-4
O=c1c(=O)n2c(nn1Cc1ccc(C(F)(F)F)cc1)N(c1ccc(F)cc1)CC2	-6	11	nt

Next records follow:
SMILES	hcGAS inh	NPYLR7 agonist	mcGAS lum
CCN1C(=O)N(C2Cc3ccccc3C2)C(=O)C12CCN(Cc1cccc3ncccc13)CC2	-7	14	-17
CC(=O)Oc1c(-c2ccc(NS(=O)(=O)c3ccc(Cl)cc3)cc2)c(-c2ccc(N(C)C)cc2)nn1-c1ccc(C)cc1C	-10	nt	-7
CCCN(CC(=O)Nc1cc(C(C)(C)C)nn1-c1ccc(C)cc1)C(=O)C(CC)c1ccccc1 (stereo not given)	-5	-3	-5
CCOC(=O)C1CCN(C(C)c2nnnn2-c2ccccc2)CC1 (stereo not given)	-5	7	nt
C=CCN(CC(=O)N1CCc2sccc2C1c1ccccc1C)S(=O)(=O)/C=C/c1ccccc1 (stereo not given)	-11	0	-2
CCCn1c(=O)c2c(nc3n2CC(C)=NN3Cc2ccccc2F)n(C)c1=O	0	-3	nt
COc1ccc(-c2nn(Cc3ccc(C)cc3)c(=O)c3nc(C)sc23)cc1OC	0	1	-7
O=C(c1cc2ccccn2c1)N(Cc1ccncc1)CC1CCCO1 (stereo not given)	-7	7	nt
CC(C)(C)C(NCN1C(=O)CC2(CCCC2)C1=O)c1cccs1 (stereo not given)	2	1	nt
O=C(NC1CCN(c2nccc(C(F)(F)F)n2)CC1)c1ccncc1	-6	4	nt
OC(Cc1ccccc1)CN(Cc1cccc(C(F)(F)F)c1)CC1CC(c2ccc(F)cc2)=NO1 (stereo not given)	-2	-1	0
CC(C)Cc1noc(CN2CCCC2CN2CCCC2CO)n1 (stereo not given)	-5	1	nt
COc1ccc(F)cc1S(=O)(=O)Nc1ccc(-c2ccc(N3CCC(C)CC3)nn2)cc1	-3	4	-5
Cc1ccc(-n2nc3c(c2NC(=O)/C=C\c2ccccc2)CSC3)c(C)c1	-2	-1	nt
CCn1c(=O)c(C(=O)Nc2cccc(F)c2)nn(-c2ccc(Cl)cc2)c1=O	-8	nt	-5
COc1cccc(CSc2nnc(C(C)NC(=O)Nc3ccc(OC)cc3OC)n2-c2ccc(C)cc2)c1 (stereo not given)	-6	6	-4
COc1cc(C=NOCc2nnc(-c3ccc(F)cc3)o2)cc(Cl)c1OC	-8	9	nt
Cc1nc(Nc2ccc(NS(=O)(=O)c3ccc(F)cc3)cc2)cc(-n2ccnc2)n1	-1	-7	-5
Cc1nn(CC(C)C)c(C)c1CCC(=O)N1CCN(C(=O)c2ccoc2)CC1	1	-2	nt
O=C1COC(CNc2ccncc2F)CN1CC1CCN(CC2CC2)CC1 (stereo not given)	-13	nt	-6
COc1ccc(CCCC(=O)N2CCN(C)C3(CCN(C)CC3)C2)cc1	-2	8	-16
CNc1cncc(-c2cccc(O)c2)n1	-16	2	nt
COc1ccc(-c2noc(-c3c(SC)nn(CC(=O)Nc4cccc(SC)c4)c3N)n2)cc1	5	-5	5
CN(C)c1ccc(NC(=O)c2ccccc2OCC2CCCO2)cn1 (stereo not given)	-7	9	nt
CC(C)(C)NC(=O)NC(=O)COC(=O)C12CC3CC(CC(C3)C1)C2	-8	6	-9
Cc1cccc(Oc2ccc(C(=O)N3CC[C@H](CO)[C@H](O)C3)cc2)c1	-4	0	nt
COc1ccc(CNC(=O)c2cccnc2NC(C)C)cc1	-2	3	-4
CC(C)(C)c1ccc(CC(=O)N2CCC2(C)C(=O)NS(=O)(=O)c2ccccc2C(F)(F)F)cc1 (stereo not given)	-6	1	nt
CCC(=O)N(c1nnc(SCC(=O)c2[nH]c(C)c(C(C)=O)c2C)s1)C1CC1	-3	7	nt
CCOc1ccccc1N1CCN(C(=O)C(C)C)C(C)C1=O (stereo not given)	-4	11	-6

Results in mcGAS lum and hcGAS inh, for some of the entries so far:
smiles,mcGAS lum,hcGAS inh
CCCn1c(=O)c2c(nc3n2CC(C)=NN3Cc2ccccc2F)n(C)c1=O,nt,0
COc1ccc(-c2noc(-c3c(SC)nn(CC(=O)Nc4cccc(SC)c4)c3N)n2)cc1,5,5
COc1ccc(CNC(=O)c2cccnc2NC(C)C)cc1,-4,-2
CCCCOC(=O)N1CCC2(CC1)NC(=O)[C@H](O)[C@@H]2C(=O)OCC,1,11
CC(C)NS(=O)(=O)c1cccc(CNc2ncnc3ccccc23)c1,nt,-7

Next compounds
SMILES	hcGAS inh	NPYLR7 agonist	mcGAS lum
CC1Oc2ccc(C#N)cc2N(Cc2ccc(F)cc2)C1=O (stereo not given)	0	6	nt
CC(C)Oc1cccnc1C(=O)Nc1nncn1Cc1ccccc1	-1	-9	nt
Cc1ccccc1CC(=O)N1C[C@@H](C(=O)O)C[C@@H](C(=O)N2CCN(C)CC2)C1	-2	22	nt
CCCCCc1nnc(NC(=O)Nc2[nH]c(C)c(C(=O)OCC)c2C)s1	-5	7	nt
COc1cccc(-c2cc(-c3ccc(C(=O)NCCSCc4ccccc4)cc3)[nH]n2)c1	-4	31	-6
COc1ncc(C(=O)NC2CC(=O)N(Cc3cccc(F)c3)C2)cn1 (stereo not given)	-2	1	-9
COC(=O)c1ccc(Oc2coc3c4c(ccc3c2=O)OCN(Cc2cccnc2)C4)cc1	-5	2	-11
CCOCCOC(=O)C1=C(C)NC2=C(C(=O)CCC2)C1c1cccc(OC)c1 (stereo not given)	-4	0	-3
COc1ccc(-c2csc(CNC(=O)Cn3cnnn3)c2)cc1	-8	8	nt
CCOC(=O)C1(NCc2noc(-c3ccccc3)n2)CCCC1	-12	3	nt
Cc1nc2cc(OCc3cc(C(=O)N4CCSCC4)no3)ccc2s1	-7	20	nt
Cc1ccc(CN(Cc2ccc3c(c2)OCO3)C(=O)CN(CCN2CCOCC2)C(=O)CC(C)C)o1	-2	0	-5
CN(Cc1cc(Br)cs1)C(=O)C1CC1c1cnn(C)c1 (stereo not given)	-5	1	-15
Clc1ccccc1-c1nnc(SCc2ccccc2)o1	-11	-4	-4
CC(C)(C)CC(=O)N(Cc1ccco1)Cc1cc(Cl)ccc1OS(C)(=O)=O	1	9	-3
O=C(c1cccnc1Oc1ccc(Cl)cc1)N1CCN(C(=O)c2cc(-c3ccccc3)nc3ccccc23)CC1	-9	-4	-5
O=C(CN(CCCN1CCOCC1)C(=O)Nc1cc(C(F)(F)F)cc(C(F)(F)F)c1)N(Cc1ccc2c(c1)OCO2)Cc1ccco1	-12	-1	-5
CC(C)c1nn(-c2ccc(F)cc2)c(C(C)C)c1C(=O)N1CCCC1	-1	nt	-9
CCCC1(NC(=O)CN2CCOc3ccccc3C2)CC1	1	-4	nt
Cc1ccsc1CNC(=O)CC1NC(=O)c2ccccc21 (stereo not given)	-2	3	nt
CC(=O)NCCn1ccnc1-c1ccc(Cl)c(Cl)c1	1	13	nt
S=C(NCc1ccccc1)NN=C1CC2CC=CC12 (stereo not given)	-1	9	0
